Assay outcomes (PubChem BioAssay)
Mtb RmlCD inh: M. tuberculosis RmlC/RmlD coupled enzyme inhibitors, primary screen, biochemical, compound mixtures, 384-well, from 1536-well plates. inhibition, % at 3.6 µM. actives 0.03% (n = 160,000). AID 1533, 2009. dTDP-4-dehydrorhamnose reductase (Mycobacterium tuberculosis (strain ATCC 25618 / H37Rv)) …. RmlC+RmlD coupled enzyme assay, percent inhibition; primary screen in compound mixtures; in the data active means inhibition mostly above about 34%, no sharp cut-off; inconclusive means no clear call, values can overlap the other calls; inactive means mostly below about 22%; further: some results filed as inactive read as strong as hits
Target sequence (P9WH09 whole entry, looked up): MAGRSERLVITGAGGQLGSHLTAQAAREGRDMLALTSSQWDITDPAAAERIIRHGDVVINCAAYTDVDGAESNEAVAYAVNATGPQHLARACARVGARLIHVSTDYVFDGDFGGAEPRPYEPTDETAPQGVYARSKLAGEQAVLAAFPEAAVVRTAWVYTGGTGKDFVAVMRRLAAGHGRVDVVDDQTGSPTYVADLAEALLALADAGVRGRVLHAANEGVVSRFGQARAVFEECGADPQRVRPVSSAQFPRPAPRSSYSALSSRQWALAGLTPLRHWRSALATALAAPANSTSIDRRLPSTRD
Target sequence (P9WH11 whole entry, looked up): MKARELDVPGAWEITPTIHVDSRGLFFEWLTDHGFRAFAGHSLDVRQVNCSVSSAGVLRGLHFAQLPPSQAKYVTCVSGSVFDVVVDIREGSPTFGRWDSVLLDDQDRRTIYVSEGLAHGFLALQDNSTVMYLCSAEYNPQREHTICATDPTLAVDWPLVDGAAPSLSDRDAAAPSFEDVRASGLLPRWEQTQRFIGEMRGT
M. tuberculosis GlmU: inhibition of mycobacterial GlmU enzyme – biochemical, glucosamine-1-phosphate acetyltransferase (AID 1376); Bifunctional protein GlmU (Mycobacterium tuberculosis (strain ATCC 25618 / H37Rv)); M. tuberculosis GlmU acetyltransferase enzyme assay; higher % means a stronger effect; one-dose inhibition, %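 (tested at 30 µM in the primary screen)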; IC50 in µM for titrated hits; actives 0.25% (n = 220,000); in the data active means inhibition above about 13%; inconclusive means no clear call, values can overlap the other calls;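 further: 0% = complete reaction with vehicle and 100% = reaction without substrate; strong numbers were not always called active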
Starred values were filed as active, the others as inactive; u = inconclusive; x = not tested or not shown. Some of the compounds tested; the hit share may differ from the screen's.

SMILES	Mtb RmlCD inh	M. tuberculosis GlmU
COc1ccc(-c2nnc(SCC(=O)NCCc3ccc(S(N)(=O)=O)cc3)o2)cc1OC	x	2.8%
CCCc1[nH]n(-c2nc3ccccc3s2)c(=O)c1C=NCCCN(CC)CC	10	-0.8%
O=c1c(/C=N/O)coc2ccc(Cl)cc12	-4	-4.9%
CCOC(=O)c1c(-c2ccc(C)o2)csc1NC(=O)CSc1nnc(C)s1	-1	3.2%
COc1ccc(/C=C2\C(=O)NCC(=O)N2Cc2ccccc2)cc1	-3	1.9%
COc1ccc(-c2[nH]ncc2CN(C)Cc2cc(C)[nH]n2)c(F)c1	-13	-2.0%
O=C(N1CCOCC1)N(Cc1cccs1)C1CCCC1	-5	0.3%
CC(Cc1ccccc1)[n+]1cc(/N=C(\[O-])Nc2ccccc2)on1 (stereo not given)	x	-2.8%
COc1ccc(N2C(=O)CC(N3CCN(c4ccc(S(C)(=O)=O)cc4)CC3)C2=O)cc1 (stereo not given)	-6	1.8%
O=C(NCc1ccco1)c1cc2nc(-c3cccs3)cc(C(F)(F)F)n2n1	4	-0.9%
CC(C)CCOc1ccc(C(=O)C[N+]2(C)CCOCC2)cc1	-3	4.3%
COc1ccc(C(=O)NCc2cccnc2)cc1	x	4.0%
Cn1cc(Br)c(-c2cccc(NC(=O)CC(C)(C)CC(=O)O)c2)n1	x	2.8%
COc1ccc2c(c1)CC1(CN2C)C(=O)NC(=O)N(c2ccc(F)cc2)C1=O (stereo not given)	x	-4.3%
CCOC(=O)C[C@H]1c2ccccc2S(=O)(=O)N1Cc1ccc(Cl)cc1	x	0.3%
COCCCNC(=O)CCCOc1ccccc1	x	5.8%
COc1ncnc2c1N=C1CC(C)(C)CC(N)=C1S2	11	x
CN(C(=O)COC(=O)c1ccc([N+](=O)[O-])cc1)c1ccccc1	-5	-2.3%
COc1ccc(OC)c(NC2=NCCCS2)c1	x	-3.3%
O=S(=O)(N/N=C\c1cccn1-c1ccccc1)c1ccc2ccccc2c1	u	-2.7%

Reprinted from the part before: 7 compounds, then new ones.
SMILES	Mtb RmlCD inh	M. tuberculosis GlmU
COc1ccc2c(c1)CC1(CN2C)C(=O)NC(=O)N(c2ccc(F)cc2)C1=O (stereo not given)	x	-4.3%
CCOC(=O)C[C@H]1c2ccccc2S(=O)(=O)N1Cc1ccc(Cl)cc1	x	0.3%
COCCCNC(=O)CCCOc1ccccc1	x	5.8%
COc1ncnc2c1N=C1CC(C)(C)CC(N)=C1S2	11	x
CN(C(=O)COC(=O)c1ccc([N+](=O)[O-])cc1)c1ccccc1	-5	-2.3%
COc1ccc(OC)c(NC2=NCCCS2)c1	x	-3.3%
O=S(=O)(N/N=C\c1cccn1-c1ccccc1)c1ccc2ccccc2c1	u	-2.7%
O=S(=O)(Nc1ccc(-c2cn3c(n2)SCC3)cc1)c1cccs1	-7	-2.4%
COc1cc(CNC2CCCc3ccccc32)cc(OC)c1OC (stereo not given)	12	0.2%
Cc1nc(-c2ccc(S(=O)(=O)NCc3ccccn3)s2)cs1	5	-9.9%
N/C(CCN1CCCCC1)=N/O	-7	6.7%
COc1nccnc1NS(=O)(=O)c1ccc(NC(=S)NC(=O)c2ccccc2)cc1	-6	-4.9%
COc1ccc(-c2c(C)nc(N)nc2-c2ccc(OCc3ccc(C)cc3)cc2O)cc1OC	x	1.5%
CC(C)OC(=O)CSc1nc2c(c(C3CC=CCC3)c1C#N)CCC2 (stereo not given)	x	1.7%
COc1cccc(/C=N/NC(=O)C(=O)N2CCCC2)c1	x	9.1%
COc1ccc(S(=O)(=O)Nc2ccccc2N2CCOCC2)cc1[N+](=O)[O-]	x	1.7%
C=CCn1c(-c2cc(Cl)ccc2OC)n[nH]c1=S	-15	1.7%
CC(=O)Nc1nonc1-c1ccccc1	x	7.1%
O=C(COC(=O)COc1ccc(Br)cc1)NCCC1=CCCCC1	33	0.2%
COc1cc(/C=C/C(=O)c2ccc(NS(=O)(=O)c3ccc(C)cc3)cc2)ccc1OC(F)F	2	-2.9%
CCOc1ccc(-c2nnn(CC(=O)NCc3cccs3)n2)cc1	-3	6.1%
COc1ccc(N/N=C(/N=Nc2nc(C)cc(=O)[nH]2)c2ccccc2)cc1	x	-1.1%
CCn1c(-c2ccccc2)c(C(=O)CCl)c2ccccc21	5	-2.9%
CCOC(=O)CSC1=C(C#N)C(c2ccco2)C(C(=O)OCc2ccccc2)=C(C)N1 (stereo not given)	-3	-2.1%
Cc1ccc(N2C(=O)C3C(C2=O)N2CCCN2C3c2ccccc2)cc1C (stereo not given)	x	-1.6%
CCCCCCNC(=O)CC(NS(=O)(=O)c1ccc(NC(C)=O)cc1)C(C)C (stereo not given)	x	-0.2%
COc1ccc(N2C(=O)N(Cc3ccc(C)cc3)c3ccccc3S2(=O)=O)cc1	-7	-5.2%

Continued; it opens with the two that closed the last part.
SMILES	Mtb RmlCD inh	M. tuberculosis GlmU
CCCCCCNC(=O)CC(NS(=O)(=O)c1ccc(NC(C)=O)cc1)C(C)C (stereo not given)	x	-0.2%
COc1ccc(N2C(=O)N(Cc3ccc(C)cc3)c3ccccc3S2(=O)=O)cc1	-7	-5.2%
CCCCN(CCCC)CC1OCc2ccccc2CO1	5	-2.1%
Brc1ccc(/C=N/n2cnnc2)s1	89	-0.3%
COc1ccc(C(C#N)=C2C=CC(=NO)C=C2)cc1	-10	7.0%
Cc1ccc(/C=N/Nc2ccnc3cc(Cl)ccc23)c(C)c1	-7	-2.9%
O=C(Nc1nc(-c2ccccc2)c(C(=O)c2ccccc2)s1)c1ccc(S(=O)(=O)N2CCCCC2)cc1	6	4.4%
COc1ccc(Nc2nc(-c3cccs3)cs2)c(OC)c1	x	-2.3%
COc1ccc2cc(C3OCCO3)c(Cl)nc2c1	0	-1.9%
CCn1ncc(C2=NOC(C(=O)Nc3ccccc3C(=O)OC)C2)c1C (stereo not given)	-7	-3.5%
Cc1ccnc(NS(=O)(=O)c2cc([N+](=O)[O-])ccc2C)c1	1	2.8%
Cc1c(NC(=O)COC(=O)/C=C/c2ccc(Cl)cc2)c(=O)n(-c2ccccc2)n1C	7	-5.6%
COC(=O)CN(C)C(=O)CC1C(=O)NCCN1CC(C)(C)C (stereo not given)	x	6.4%
CC(C)(C)Nc1nc(NN)nc(NC(C)(C)C)n1	5	-4.9%
CCc1nnc(NC(=O)c2cccc(S(=O)(=O)N3CCN(c4ccccc4)CC3)c2)s1	7	-0.3%
CC(C)C1CCC(C(=O)N[C@H](Cc2ccccc2)C(=O)O)CC1 (stereo not given in full)	10	-1.9%
COc1ccc(C(C)(C)C)cc1NC(=O)c1cc(S(=O)(=O)N(C)C)ccc1N1CCCC1	-1	-3.5%
COCCn1c(=S)[nH]c2cc(C(=O)N3CCC(C(N)=O)(N4CCCCC4)CC3)ccc2c1=O	x	-1.7%
CCN(CC)S(=O)(=O)c1cccc(NC(=O)CN(C)C2CCCCC2)c1	-16	1.0%
CCCCNc1ccc(C(=O)O)cc1	-11	-0.8%
Cc1cccc(/C=N/n2c(-c3ccccn3)n[nH]c2=S)c1	x	0.0%
Cc1ccc(-c2cc(C(F)F)nc(S(C)(=O)=O)n2)cc1	-14	-2.8%
O=C(CCCC(=O)OCC(=O)c1ccc(Cl)cc1Cl)Nc1cc(C(F)(F)F)ccc1Cl	x	1.7%
CCOC(=O)C1C(=O)NC(N2CCN(CC)CC2)=NC1c1ccccc1 (stereo not given)	-7	4.0%
CCOc1cc(C(=O)Nc2ccc3c(c2)OCO3)ccc1OC(F)F	x	3.0%
CCOc1ccc(-n2c(=S)sc3c(=O)[nH]c(SCC(=O)N4CCC(C)CC4)nc32)cc1	-6	5.5%
CCOc1cc(S(=O)(=O)Nc2ccc(Cl)cn2)ccc1Cl	x	23%
N#Cc1c(-c2ccccc2)ccnc1Oc1ccccc1	20	3.5%
O=C(CCN1CCOCC1)NNC(=O)/C(=C/c1ccccc1)NC(=O)c1ccccc1	-9	3.7%
COc1cccc(/C=N/NC(=O)C(C)Cn2cnc3ccccc32)c1 (stereo not given)	1	-4.4%
Cc1ccc(S(=O)(=O)NCC(=O)N(CC(=O)NCc2ccco2)Cc2ccc3c(c2)OCO3)cc1	4	1.6%
O=C1NC(=O)/C(=C\c2ccccc2OCc2ccc([N+](=O)[O-])cc2)N1	x	1.0%
Cc1ccc(-c2csc(NC(=O)CSc3nc(C)cc(=O)[nH]3)n2)cc1	-8	1.7%
C#CC(C)OC(=O)Nc1cnccc1C(F)(F)F (stereo not given)	-27	2.6%
C/C(=C/C(=O)N1CCN(C)CC1)C(=O)O	-3	-5.2%
COc1ccc(C2C(=O)N(C3CCCCC3)CC(=O)N2Cc2ccc3c(c2)OCO3)cc1 (stereo not given)	-12	x
O=C(CN1CCN(c2ccc(O)cc2)CC1)Nc1cc(S(=O)(=O)N2CCCC2)ccc1Cl	2	8.7%
CC(C)CCn1cnc2c(cnn2-c2ccc(Cl)cc2)c1=O	4	1.4%
CCOc1ccc(-c2n[nH]c(=S)n2/N=C/c2cc3c(cc2[N+](=O)[O-])OCO3)cc1	38	5.7%
CC(=O)n1cc([C@H]2C=C(C(=O)N3CCN(Cc4ccc5c(c4)OCO5)CC3)O[C@@H](OCc3ccc(CO)cc3)C2)c2ccccc21	x	-2.0%
COC(=O)c1cc(NC(=O)Nc2ccccc2)ccc1Cl	4	5.2%
Cn1c(O)c(C(c2ccccn2)c2c(O)n(C)c(=S)[nH]c2=O)c(=O)[nH]c1=S	-3	x
Cc1cnc(NC(=O)CSc2nnc(-c3ccncc3)n2C2CCCCC2)s1	16	-1.9%
O=C(CON=C1c2ccccc2-c2ccccc21)NC12CC3CC(CC(C3)C1)C2	x	-4.4%
CCOC(=O)c1c2n(c3ccc(O)cc13)CCCCC2	-8	-5.3%
COc1ccc(OC)c(NC(=O)CN(Cc2ccc(Cl)cc2)S(C)(=O)=O)c1	-10	-1.3%
COc1ccc2c(c1)C1CC(C)(NC(=O)C1C(=O)c1ccccc1)O2 (stereo not given)	3	0.5%
CCOC(=O)c1c(O)c2ccccc2oc1=O	11	0.5%
O=C(c1cccnc1)N1N=C(C2CC2)CC1(O)C(F)(F)F (stereo not given)	4	8.0%
COc1ccc(S(=O)(=O)CCC(=O)N2c3ccccc3CC2C)cc1 (stereo not given)	0	-2.8%
Cc1cc(C)c(S(=O)(=O)c2ccccc2)c(N2CCOCC2)n1	5	-2.1%
CCOC(=O)c1c(-c2ccc(Cl)cc2)c(C#N)c(=O)n(N)c1N	x	-3.5%
CC1CN(S(=O)(=O)c2ccc(C(=O)Nc3nccs3)cc2)CC(C)O1 (stereo not given)	6	-2.1%
CCC(=O)NC(=S)Nc1ccccc1C(F)(F)F	x	-2.7%
Nc1nnc(-c2cccc(F)c2)s1	-10	2.0%
Cc1ccc(-n2c(C)cc(C)c(C#N)c2=O)cc1	-1	-1.8%
O=C(CS(=O)(=O)c1c[nH]c2ccccc12)N1CCCCC1	x	0.2%
Cc1ccc2nsnc2c1S(=O)(=O)N1CCOCC1	-11	1.4%
Cc1ccc(Sc2ncccc2C(=O)NC2CCCCCC2)cc1C	x	5.4%
CCCOc1ccc(/C(O)=C2/C(=O)C(=O)N(CCN(C)C)C2c2ccco2)cc1 (stereo not given)	-3	1.7%
O=C(C1=C[C@@H](C2CCCCC2)C[C@@H](OCCCCO)O1)N1CCN(Cc2ccc3c(c2)OCO3)CC1	x	-2.2%
COc1ccc(/C=C/C(=O)NCCN=C2NS(=O)(=O)c3ccccc32)cc1	-10	-0.1%
The list goes on.
SMILES	Mtb RmlCD inh	M. tuberculosis GlmU
COc1ccc(-c2ccc(Nc3ccc(C(=O)N4CCOCC4)cc3)nn2)cc1OC	x	0.4%
O=C1C2C3C=CC(C4CC34)C2C(=O)N1/N=C/c1c[nH]c2ccccc12 (stereo not given)	x	-4.0%
CC1(c2ccc(C#N)cc2)NC(=O)N(CC(=O)Nc2cc(S(=O)(=O)N3CCOCC3)ccc2Cl)C1=O (stereo not given)	9	-10%
COc1cnn(-c2cc(Oc3ccc(C)cc3)ncn2)c(=O)c1Cl	-10	2.9%
CCSC1=N/C(=C\c2cccnc2)C(=O)N1c1ccccc1	2	1.8%
Cc1ccc(NC(=O)NNS(=O)(=O)c2ccc(Br)cc2)cc1	8	-3.3%
CCSC1=NCCN1C(=O)c1ccc(S(=O)(=O)N(C)C)cc1	13	-0.5%
COCCCN=C1NN=C(c2cc(C)n(Cc3ccco3)c2C)CS1	-13	-6.0%
O=C(CSc1nccc(=O)[nH]1)NC1CCCc2ccccc21 (stereo not given)	43	1.5%
O=C(O)c1cccnc1SC1CC(=O)N(Cc2ccccc2)C1=O (stereo not given)	x	-3.4%
Oc1c(Br)cc(Br)cc1CNc1ccccn1	-5	-6.7%
Cc1ccc(C(=O)CSc2nnc(-c3ccccc3N)n2C)cc1	x	-0.3%
COc1ccc(/C=N/N=C2\CC3CCC2(C)C3(C)C)cc1O (stereo not given)	-3	-4.5%
N/C(=N\OC(=O)c1cccs1)C1(c2ccc(Cl)cc2Cl)CC1	70	-1.1%
OCCC1CN(Cc2cccn2-c2nccs2)CCN1CCc1ccccc1 (stereo not given)	-4	-4.4%

Reformatted: results already given.
Under each structure – Mtb RmlCD inh	M. tuberculosis GlmU
> Cc1ccc(NC(=O)NNS(=O)(=O)c2ccc(Br)cc2)cc1
    8	-3.3%
> CCSC1=NCCN1C(=O)c1ccc(S(=O)(=O)N(C)C)cc1
    13	-0.5%
> COCCCN=C1NN=C(c2cc(C)n(Cc3ccco3)c2C)CS1
    -13	-6.0%
> O=C(CSc1nccc(=O)[nH]1)NC1CCCc2ccccc21 (stereo not given)
    43	1.5%
